Hep lipid drop: hepatic lipid droplet formation modulation; AML12 mouse hepatocytes, oleate lipid droplets, BODIPY imaging; inhibition, % at 6.5 µM; 0.4% of 240,000 active;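 active = lipid droplet intensity inhibited by at least 50%, with more than 500 cells counted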
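material = mouse AML12 hepatocyte cell line, fixed after treatment | also added = 100 µM oleic acid challenge | doses = compound at 6.5 µM only | schedule = overnight exposure | technique = Image-based BODIPY and DAPI two-channel analysis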
P. falciparum M17LAP: P. falciparum M17LAP inhibitors, primary screen, biochemical, fluorogenic H-Leu-NHMec substrate, 1536-well (AID 1619). recombinant M17LAP, H-Leu-NHMec fluorogenic kinetic assay; higher % means a stronger effect. inhibition, % at 30 µM; hits with a dose series show IC50 in µM. 0.38% of 220,000 active;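 active = compound inhibiting the enzyme by more than half at any dose during confirmatory dose-response retesting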;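 also: plate controls were full reaction with DMSO carrier for no effect and no enzyme background for full effect; strong numbers were not always called active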
Ins promoter up: MIN6 insulin promoter up-regulation; MIN6 insulin promoter-GFP reporter, high-content imaging; stronger effect = higher value; z-score at 5 µM; 0.3% of 190,000 active;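 active = z-score above 3 at 5 µM with at least 500 cells counted in the well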
ER stress rescue: protection against thapsigargin-triggered cell killing – 384-well, CSM14.1, ATP luminescence, primary screen (AID 1222) | CSM14.1 thapsigargin-induced death rescue, ATP luminescence; higher % means a stronger effect | cellular ATP content (survival), % at 20 µM; hits with a dose series show EC50 in µM | 190,000 tested, under 10 active;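 active = EC50 below 50 µM in the dose-response confirmation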;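 also: death triggered by thapsigargin at about 15 µM added after 2 h compound pretreatment; cell ATP read after overnight thapsigargin exposure of roughly 18 to 22 hours; normalized against plate controls of thapsigargin alone and 5% DMSO vehicle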
Autophagy mod: modulators of autophagy; MEF GFP-LC3 puncta imaging; test concentration mostly 10 µM; calls only at 10 µM (by protocol); 0.98% of 190,000 active;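 active = percentage of spot-positive cells more than 3 SD above its plate mean, without a fluorescence outlier flag or 80% toxicity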;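 also: spot-positive cell cutoff set from DMSO-treated cells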
Yfh1-off respiration: enhancers of respiration in Yfh1-depleted yeast, dose response, Friedreich's ataxia, plus single-dose screen (AID 1465); 0.074% of 220,000 active; S. cerevisiae Yfh1-off respiration, WST-1 reduction, 72 h; higher fold induction means a stronger effect; fold induction at 50 µM, or EC50 in µM where a hit was titrated;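 active = fold induction of absorbance versus untreated yeast above a set limit, then at least 30% activation at any dose in follow-up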;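 also: activators that raise dye reduction in frataxin-depleted yeast; strong numbers were not always called active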
P. falciparum M1AAP: P. falciparum M1AAP inhibitors, biochemical, fluorogenic H-Leu-NHMec substrate, 1536-well (AID 1445) | inhibition, % at 30 µM; hits with a dose series show IC50 in µM | 0.42% of 220,000 active | recombinant M1AAP, H-Leu-NHMec fluorogenic kinetic assay; higher % means a stronger effect;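 active = primary inhibition above the hit cutoff, then over 50% inhibition at one or more dose response concentrations, cut at about 23% in these data, passing the limit was not always enough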;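 also: plate controls were DMSO full reaction for no effect and no enzyme background for full effect; strong numbers were not always called active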
MT stabilize HCS: microtubule stabilizers in HeLa cells. HeLa tubulin immunostaining HCS, 24 h; share of cells brighter than vehicle mean+2SD. % tubulin-high responders, % at 10 µM. 0.83% of 200,000 active;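 active = plate Z-score above 3 for both tubulin-high and condensed-nucleus cell shares, with cell loss under 80%, at 10 µM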;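 also: anti alpha tubulin signal scored within the nucleus-defined area of each cell; some results filed as inactive read as strong as hits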
Dynein cargo inh: blocks dynein driven cargo transport along microtubules. 3617.4 mouse cells, GR-EGFP nuclear translocation imaging; test concentration mostly 20 µM; stimulated with dexamethasone, 1 µM; stronger effect = lower value. z-score, hits read low. 0.47% of 220,000 active. AID 1381;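 active = plate z-score of nuclear minus cytoplasmic receptor signal below a set negative limit, without overly bright fluorescence or cell loss, cut at about -3.5 in these data, passing the limit was not always enough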;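 also: z-score of nuclear minus cytoplasmic ring GR-EGFP intensity difference per well; some compounds called inactive have numbers as strong as hits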
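Buffer or medium: tet-free, stripped-serum medium; Also added: dexamethasone, 1.0 µM final; Technique: high-content fluorescence imaging after fixation; Times: 48 h induction, 1 h compound, 30 min dex at 37 °C; Read-out: per-cell GR-EGFP intensity, nucleus versus surrounding cytoplasmic ring, well-averaged.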
Dynein cargo inh cytoplasmic EGFP: recorded beside Dynein cargo inh, whose call it bears; z-score; measured here: cytoplasmic GR-EGFP intensity; stronger effect = higher value
Dynein cargo inh nuclear GR-EGFP: further read-out of Dynein cargo inh, marked with its call; z-score; measured here: nuclear GR-EGFP intensity;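 lower value marks the stronger effect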
Dynein cargo inh cell count: second read-out of Dynein cargo inh, no call of its own (marks repeat the call); z-score; measured here: cell count per field
Ins promoter up cell count: recorded beside Ins promoter up, whose call it bears; cell count; measured here: cytotoxicity, nuclei count;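 total cells summed across four imaged fields per well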
Hep lipid drop cells 6.5 µM: second read-out of Hep lipid drop, no call of its own (marks repeat the call); cell count; measured here: cell count, cytotoxicity flag;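 cells counted across two imaged fields per well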
MT stabilize HCS Hoechst-high %: second read-out of MT stabilize HCS, no call of its own (marks repeat the call); % Hoechst-high responders; measured here: nuclear condensation Hoechst responders;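 share of cells brighter than vehicle mean plus two SD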
MT stabilize HCS cytotoxicity %: also measured in MT stabilize HCS; calls as there; toxicity, %; measured here: cytotoxicity by cell density;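 0% = mean cell density of plate MIN control wells and 100% = no cells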
Autophagy mod cell loss 18 h: recorded beside Autophagy mod, whose call it bears; toxicity, %; measured here: cell loss, nuclei count;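 cell loss after 18 h compound exposure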
The depositor's hits bear a star; i = inactive; · = not tested or not shown.

SMILES	Hep lipid drop	Hep lipid drop cells 6.5 µM	P. falciparum M17LAP	Ins promoter up	Ins promoter up cell count	ER stress rescue	Autophagy mod	Autophagy mod cell loss 18 h	Yfh1-off respiration	P. falciparum M1AAP	MT stabilize HCS	MT stabilize HCS Hoechst-high %	MT stabilize HCS cytotoxicity %	Dynein cargo inh	Dynein cargo inh cytoplasmic EGFP	Dynein cargo inh nuclear GR-EGFP	Dynein cargo inh cell count
CCOc1ccccc1NC(=O)C(NCCN(C)C)c1ccccc1 (centres undefined)	3	667	1%	·	·	-0.7%	i	-1	i	2%	2.1	1.9	6.7	0.27	-0.39	-0.38	0.48
CCOC(CNC(=O)CCc1c(C)nc2nc(C)nn2c1C)OCC	2	751	-3%	0.61	807	0.5%	i	-2	i	1%	3.4	1.8	2.5	-0.52	-0.13	-0.013	-0.051
CN1C(=O)c2ccccc2NC(=O)[C@]12O[C@@H]2c1cccc(O)c1	28	719	5%	0.34	1031	·	·	·	i	2%	·	·	·	-0.45	-0.75	0.13	0.075
COc1cc(/C=C2\SC(=S)N(C(C(=O)O)c3ccccc3)C2=O)ccc1O (centres undefined)	2	712	68%	0.44	1041	·	·	·	i	38µM*	·	·	·	0.27	-0.27	0.079	0.54
CCOC(=O)C1[C@H]2C(=O)N(CCCOC)C[C@]23C=C[C@H]1O3 (some centres undefined)	·	·	11%	0.93	1138	3.2%	i	-37	i	3%	5.9	0.7	3.0	1.6	-0.22	1.3	-1.1
COc1ccc(NC(=O)c2c(N)no[n+]2[O-])cc1	2	675	3%	-0.39	1180	0.0%	i	7	i	6%	6.5	2.1	4.1	0.48	-0.26	-0.021	0.62
CC(=NCCCn1ccnc1)c1c(-c2ccccc2)[nH]n(-c2nc3ccccc3s2)c1=O	15	788	1%	·	·	-1.6%	i	-8	i	4%	2.6	1.2	8.2	0.7	0.23	0.12	0.026
Cc1ccc(C)c(CSc2nc(-c3ccco3)nc3c2c(=O)n(C)c(=O)n3C)c1	4	704	2%	0.32	1358	-2.0%	i	2	i	6%	3.2	2.5	12	-0.77	0.35	-0.063	0.41
Cc1ccc(S(=O)(=O)N2CCC(C(=O)NNC(=O)c3cccnc3)CC2)cc1	-2	748	25%	-0.08	1426	-0.8%	i	-8	i	10%	4.3	2.9	0.6	-0.74	-0.26	-0.0059	0.4
COc1ccc2c3c(c(=O)oc2c1OCC(=O)C(C)(C)C)CCCC3	12	766	-9%	-0.32	972	-2.4%	i	-2	i	1%	2.5	1.4	5.8	-0.38	-0.25	-0.31	1.1
COC(=O)C1=C(N)Oc2cc(C)n(Cc3cccnc3)c(=O)c2C1c1cccc(OC)c1OC (centres undefined)	-27	700	10%	-0.3	910	-0.5%	·	·	i	9%	1.6	1.4	5.5	-0.45	-0.13	0.091	0.21
CN(C)S(=O)(=O)c1cc(NC(=O)CN2CCN(c3ccccc3O)CC2)ccc1Cl	-25	665	6%	-1.2	1219	·	i	16	i	3%	2.3	1.6	0.1	0.67	-0.23	0.38	0.2
Cc1cc(=O)[nH]c(SCC(=O)NCc2ccco2)n1	13	691	27%	0.95	1180	1.4%	i	0	i	1%	2.0	1.5	0.2	-0.53	-0.2	-0.93	0.058
O=C1C(=O)c2ccccc2C([O-])=C1[n+]1ccccc1	-5	685	14%	-0.24	1101	·	·	·	i	3%	·	·	·	-0.46	-0.26	-0.14	0.32
O=C(NC1CCCC1)C(c1ccccc1F)N(C(=O)c1ccco1)C1CCCC1 (centres undefined)	·	·	4%	0.85	1512	-0.1%	i	-3	i	25%*	6.2	1.8	6.9	-0.25	-0.15	0.31	0.034
Cn1c(COc2ccc(Cl)cc2)nnc1SCC(=O)NC1CCCCC1	·	·	·	·	·	·	i	4	i	·	3.6	1.4	2.7	1.1	-0.24	0.67	0.99
COc1ccc2c(c1)C=C(C(=O)NCc1ccc(Cl)cc1)CO2	0	689	-5%	0.28	1878	1.1%	i	-5	i	7%	1.9	1.4	8.0	-0.8	-0.18	-0.69	0.86
CC1(C)CC(C)(c2ccc(O)cc2O)N(c2cccc(Cl)c2)C(=S)N1 (centres undefined)	-50	756	-10%	·	·	-2.0%	i	-3	i	13%	4.5	3.5	8.1	0.38	0.05	0.26	0.4
CC(=O)Nc1nnc(SCC(=O)Nc2ccc(N3CCOCC3)c(Cl)c2)s1	19	676	-4%	-0.13	1148	·	·	·	i	10%	·	·	·	-0.12	-0.73	-0.21	-0.11
COCCSc1nnc(NC(=O)CSCc2ccccc2)s1	-4	556	6%	-0.12	1925	-0.7%	i	1	i	9%	2.1	0.8	32	-0.62	-0.2	-0.49	0.25
COc1ccc(C)cc1N(CC(=O)Nc1ccc2c(c1)OCCO2)S(C)(=O)=O	2	675	-3%	0.01	1423	-0.4%	i	13	i	11%	3.0	1.7	5.6	-0.4	0.072	0.19	0.81
CCn1cnc2sc(C(=O)N3CCN(c4ccc(OC)cc4)CC3)c(C)c2c1=O	·	·	11%	·	·	-2.8%	i	3	i	5%	4.3	1.9	7.4	-0.54	-0.2	-0.018	0.55
NS(=O)(=O)c1ccc(O)c(N2C(=O)c3cccc4c(C(=O)O)ccc(c34)C2=O)c1	-12	697	15%	-2.2	1473	-0.2%	i	-17	i	4%	3.1	2.9	6.9	-0.66	-0.33	-0.34	0.03
CCC(C(=O)Nc1ccncc1)c1ccccc1 (centres undefined)	3	646	-5%	0.07	1266	-0.1%	i	-12	i	2%	3.4	4.0	11	-0.6	-0.32	-0.74	1.3
COC(=O)COc1ccc(S(=O)(=O)Nc2ccc(C(N)=O)cc2)cc1C	-3	766	20%	0.07	976	-3.8%	i	0	i	1%	1.6	1.2	7.4	2.6	0.2	1.2	-0.83
New compounds follow.
SMILES	Hep lipid drop	Hep lipid drop cells 6.5 µM	P. falciparum M17LAP	Ins promoter up	Ins promoter up cell count	ER stress rescue	Autophagy mod	Autophagy mod cell loss 18 h	Yfh1-off respiration	P. falciparum M1AAP	MT stabilize HCS	MT stabilize HCS Hoechst-high %	MT stabilize HCS cytotoxicity %	Dynein cargo inh	Dynein cargo inh cytoplasmic EGFP	Dynein cargo inh nuclear GR-EGFP	Dynein cargo inh cell count
Cc1cc(C)c2c(c1)/C(=N/NC(=O)c1cc(C)oc1C)CCC2	7	611	15%	0.4	1264	-2.5%	i	3	i	-3%	4.7	1.6	3.8	0.23	-0.28	-0.055	-0.7
COc1ccc(NC(=O)CC2Oc3ccc(C)cc3NC2=O)cc1 (centres undefined)	·	·	3%	0.24	909	0.8%	i	-9	i	3%	5.3	2.8	8.7	-0.59	-0.24	-0.15	0.43
COc1ccc(C(=O)NCc2nnc(SCC(=O)N3CCc4ccccc43)n2CCc2ccccc2)cc1	-46	626	1%	-0.23	1490	1.6%	i	10	·	-1%	3.5	3.2	7.0	-0.87	-0.28	-0.65	0.65
CS(=O)(=O)N(Cc1ccco1)CC(O)Cn1c2ccccc2c2ccccc21 (centres undefined)	-3	656	3%	-0.68	1260	·	i	2	i	6%	3.5	0.5	45	-0.78	-0.3	-0.15	0.22
CCc1nn(CC(=O)NCCCN(CC)CC)c(=O)c2cc3sc(C)cc3n12	-25	705	2%	-0.3	1217	·	·	·	i	4%	·	·	·	-0.16	-0.23	0.43	0.28
CCn1nnnc1SCC(=O)NNC(=O)C1CCCCC1	4	662	-17%	-0.48	1718	0.6%	i	40	i	4%	3.8	1.8	1.4	-0.25	-0.19	-0.3	-0.97
CCc1ccccc1OCC(=O)OCC(=O)N1CC(=O)Nc2ccccc21	-18	693	-1%	-0.2	1247	-0.8%	i	19	i	10%	1.3	1.8	5.6	1.3	-0.12	1	-1.4
O=C1C(=O)N(Cc2cccnc2)C(c2ccccn2)/C1=C(/O)c1ccc(Br)cc1 (centres undefined)	·	·	30%	0.31	1604	-1.2%	i	-9	·	9%	4.0	3.3	6.3	0.26	-0.13	0.16	0.6
O=C(c1coc2ccccc2c1=O)N1CCN(c2cccc(C(F)(F)F)c2)CC1	·	·	0%	-0.3	1476	0.0%	i	10	·	12%	4.8	3.8	6.8	-0.91	-0.25	-0.23	0.11
O=C(CCS(=O)(=O)c1ccccc1)Nc1ccc(N2CCOCC2)cc1	-2	631	1%	0.3	1543	-1.3%	i	-4	i	3%	7.8	1.4	2.1	-0.015	0.49	0.06	0.53
Cc1ccc(-n2nnnc2SCc2nnc(-c3ccccc3Br)o2)c(C)c1	·	·	21%	-1.1	1189	0.8%	i	0	i	14%	5.5	2.4	13	-0.84	-0.19	0.0089	0.99

With a hit mark in P. falciparum M1AAP, among the entries above:
smiles	P. falciparum M17LAP	P. falciparum M1AAP	MT stabilize HCS Hoechst-high %	Dynein cargo inh	Dynein cargo inh cytoplasmic EGFP	Dynein cargo inh nuclear GR-EGFP	Dynein cargo inh cell count
COc1cc(/C=C2\SC(=S)N(C(C(=O)O)c3ccccc3)C2=O)ccc1O (centres undefined)	68%	38µM*	·	0.27	-0.27	0.079	0.54
O=C(NC1CCCC1)C(c1ccccc1F)N(C(=O)c1ccco1)C1CCCC1 (centres undefined)	4%	25%*	1.8	-0.25	-0.15	0.31	0.034

Source: PubChem BioAssay (several laboratories)
